EBNA-1 inhibitor: EBNA-1 DNA-binding inhibitors, primary screen, biochemical, fluorescence polarization; inhibition, % at 14.8 µM; actives 0.34% (n = 300,000); AID 1950, 2009; in the data active means inhibition above about 28%
LYPLA1 counter: LYPLA1 inhibitors, primary screen, counter-screen for PME1 inhibitor project, biochemical, fluorescence polarization, FP-Rh probe ABPP; Acyl-protein thioesterase 1 (Homo sapiens), O75608; recombinant LYPLA1; inhibition, % at 5.9 µM; actives 0.16% (n = 320,000); AID 2174, 2009;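 active means inhibition above the mean of all tested compounds plus 3 SD, set per campaign, cut at about 14% in these data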;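 further: inhibitors block serine hydrolase probe labeling of LYPLA1 so polarization falls; 0% = enzyme with DMSO and 100% = wells lacking LYPLA1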
PAD4 FP inh: human PAD4 inhibitors, primary screen, biochemical, fluorescence polarization, 1536-well format | actives 0.41% (n = 330,000) | inhibition, % at 6.36 µM | Protein-arginine deiminase type-4 (Homo sapiens), Q9UM07 | recombinant PAD4, RCA probe fluorescence polarization;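 active means percent inhibition above a cutoff equal to the mean of all tested compounds plus 3 SD, cut at about 15% in these data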;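 further: 0% = PAD4 with RCA probe and DMSO and 100% = probe without PAD4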
PAFAH2 inh: PAFAH2 enzyme inhibitors, primary screen, biochemical, fluorescence polarization, human; Platelet-activating factor acetylhydrolase 2, cytoplasmic (Homo sapiens), Q99487; recombinant PAFAH2, FP-rhodamine activity probe; inhibition, % at 3.39 µM; actives 0.99% (n = 340,000);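 active means inhibition above the mean over all tested compounds plus 3 SD, cut at about 30% in these data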;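 further: inhibitors block probe labeling of enzyme so polarization drops; 0% = enzyme with DMSO and 100% = wells lacking PAFAH2 protein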
PAFAH1B3 inh: PAFAH1B3 enzyme inhibitors, primary screen, biochemical, fluorescence polarization, human. Platelet-activating factor acetylhydrolase IB subunit alpha1 (Homo sapiens), Q15102. inhibition, % at 3.39 µM. actives 0.28% (n = 340,000). recombinant PAFAH1B3, FP-rhodamine probe;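 active means inhibition above the screen-wide average of all tested compounds plus 3 SD, cut at about 25% in these data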;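 further: 0% = enzyme with DMSO only and 100% = wells lacking PAFAH1B3 protein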
LYPLA2 counter: LYPLA2 inhibitors, primary screen, counter-screen for PME1 inhibitor project, biochemical, fluorescence polarization, FP-Rh probe ABPP | AID 2177, 2009 | recombinant LYPLA2 | inhibition, % at 5.9 µM | Acyl-protein thioesterase 2 (Homo sapiens), O95372 | actives 0.38% (n = 320,000);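 active means inhibition above the screen-wide mean plus 3 SD, limit set per campaign, cut at about 26% in these data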;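 further: 0% = LYPLA2 with DMSO and 100% = wells lacking LYPLA2 enzyme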
GSTO1 inh: inhibitors of recombinant GSTO1, primary screen, counter-screen for RBBP9 inhibitor project, biochemical, fluorescence polarization | activity-based probe fluorescence polarization | actives 1.1% (n = 300,000) | inhibition, % at 5.96 µM;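 active means inhibition above the campaign mean inhibition plus 3 SD, cut at about 35% in these data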;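 further: 0% = GSTO1-1 with DMSO and 100% = wells lacking GSTO1-1 enzyme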
Target sequence (P78417 whole entry, looked up): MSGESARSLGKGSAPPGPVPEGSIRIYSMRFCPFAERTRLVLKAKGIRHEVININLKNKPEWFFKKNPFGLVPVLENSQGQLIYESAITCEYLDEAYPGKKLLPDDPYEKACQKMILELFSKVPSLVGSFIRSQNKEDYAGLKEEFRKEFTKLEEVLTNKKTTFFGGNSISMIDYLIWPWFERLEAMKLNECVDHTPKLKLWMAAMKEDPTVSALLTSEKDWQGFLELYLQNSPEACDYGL
ZTA counter: counter-screen for EBNA-1 inhibitors: inhibitors of Epstein-Barr virus ZTA; actives 0.15% (n = 320,000); AID 2234; inhibition, % at 11 µM; ZTA-DNA binding, fluorescence polarization; in the data active means inhibition above about 33%
PREPL inh: PREPL enzyme inhibitors, primary screen, biochemical, fluorescence polarization. actives 0.68% (n = 320,000). inhibition, % at 5.96 µM. AID 2751, 2010. Prolyl endopeptidase-like (Homo sapiens), Q4J6C6. recombinant PREPL, fluorescence polarization activity-based probe; in the data active means inhibition above about 43%;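 further: 0% = enzyme with DMSO and 100% = wells lacking enzyme; many of its hits are not listed in these tables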
Target sequence (Q4J6C6 whole entry, looked up): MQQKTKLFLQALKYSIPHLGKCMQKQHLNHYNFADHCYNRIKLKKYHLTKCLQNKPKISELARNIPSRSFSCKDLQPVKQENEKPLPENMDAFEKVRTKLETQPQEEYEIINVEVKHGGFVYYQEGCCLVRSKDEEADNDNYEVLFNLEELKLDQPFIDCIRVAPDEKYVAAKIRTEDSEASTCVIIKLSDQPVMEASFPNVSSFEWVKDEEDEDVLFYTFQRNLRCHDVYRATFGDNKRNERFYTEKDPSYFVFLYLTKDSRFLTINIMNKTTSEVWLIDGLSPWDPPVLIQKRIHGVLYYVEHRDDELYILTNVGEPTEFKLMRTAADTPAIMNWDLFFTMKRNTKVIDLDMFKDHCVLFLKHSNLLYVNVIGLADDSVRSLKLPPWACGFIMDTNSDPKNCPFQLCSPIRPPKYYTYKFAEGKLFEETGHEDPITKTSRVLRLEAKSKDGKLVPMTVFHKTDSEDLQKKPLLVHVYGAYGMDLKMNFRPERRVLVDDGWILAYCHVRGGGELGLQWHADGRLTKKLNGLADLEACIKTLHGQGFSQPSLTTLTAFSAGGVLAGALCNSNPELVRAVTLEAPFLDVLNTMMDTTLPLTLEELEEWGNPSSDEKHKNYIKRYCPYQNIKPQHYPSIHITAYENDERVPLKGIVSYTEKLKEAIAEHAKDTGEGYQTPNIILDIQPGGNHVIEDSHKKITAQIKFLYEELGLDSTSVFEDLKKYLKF
* = called active by the depositor; nt = no result given. Not all compounds are listed; count on the stated rates, not on these rows.

SMILES	EBNA-1 inhibitor	LYPLA1 counter	PAD4 FP inh	PAFAH2 inh	PAFAH1B3 inh	LYPLA2 counter	GSTO1 inh	ZTA counter	PREPL inh
CCCn1c(N)c(N(CCOC)C(=O)c2cc(C)cc(C)c2)c(=O)[nH]c1=O	0	5	3	-6	9	7	5	-11	7
COc1ccc(NC(=O)C2CCCN(c3cnccn3)C2)cc1 (stereo unspecified)	-2	3	3	-1	7	8	2	-24	13
COc1ccccc1N1CCN(C(=O)c2ccc(Cn3c(=O)[nH]c4ccsc4c3=O)cc2)CC1	8	1	4	3	-5	2	-7	6	-6
CC(Oc1ccc(Cl)cc1Cl)C(=O)NC1=NN(c2ccccc2)C(=O)C1 (stereo unspecified)	-9	-4	9	13	1	-2	39*	4	13
CCOC(=O)Cc1nnc(NC(=O)c2ncn[nH]2)s1	-17	4	-5	1	1	8	11	-10	8
O=C1OCCN1C(=O)[C@H]1[C@H](c2ccc([N+](=O)[O-])cc2)C(c2cccc(Cl)c2)=NN1c1ccccc1	0	-3	1	4	6	-2	-11	-7	5
Cc1cccc(NC(=O)c2cc(=O)c3ccccc3o2)c1	-6	1	-1	13	10	1	4	-2	4
Cc1cc(N/N=C/c2cccc(Cl)c2)nc(NCc2ccccc2)n1	-1	-5	2	1	7	1	-3	-4	6
Cc1ccc(C(=O)Nc2cccc(-c3cn4ccccc4n3)c2)cc1	-20	-3	-7	-4	4	-8	-9	-4	7
O=C(Nc1ccc2c(c1)OCCO2)C1CCCN(S(=O)(=O)c2cccs2)C1 (stereo unspecified)	-10	2	-7	-2	6	0	12	-18	-7
COc1cccc(CN(C)C(=O)CCN=C2NS(=O)(=O)c3ccccc32)c1	nt	nt	6	9	7	nt	nt	nt	5
O=C(COc1ccc(Cl)cc1)NCc1nnc(SCC(=O)N2CCCc3ccccc32)o1	0	-1	1	5	-5	0	-2	-8	22
O=C1c2ccccc2NC2(CCCC2)N1O	-1	1	0	-1	3	-2	8	-1	-7
O=C(Nc1cccc2c1CCCC2)c1ccc(F)cc1	8	2	3	-2	7	-3	3	2	-2
COC(=O)CC1C(=O)NCCN1C(=O)c1c(F)cccc1F (stereo unspecified)	2	0	-3	3	7	-3	2	3	1
CC(=O)C1(O)C(C)CC2C3CCC4CC(O)CCC4(C)C3=CCC21C (stereo unspecified)	2	-1	0	4	1	0	5	-1	-3
CCCCn1c(CNC(=O)C(C)(C)C)nc2ccccc21	7	1	4	-4	0	0	2	2	-7
CN(Cc1cnccn1)C(=O)CC1C(=O)NCCN1Cc1cccc(Oc2ccccc2)c1 (stereo unspecified)	-8	-5	-1	10	5	3	7	0	6
COc1ccc(C2C(C#N)=C(N)N(c3cccnc3)C3=C2C(=O)CC(C)(C)C3)cc1OC (stereo unspecified)	-3	-1	-6	-3	-2	4	5	13	-6
CN(/N=C/c1ccc(O)cc1O)c1nc(-c2ccccc2)cc(-c2ccccc2)n1	-6	-9	-5	3	16	8	-3	-15	28
CC(C)CC(=O)NC(=S)Nc1ccc(N2CCCC2)c(Cl)c1	6	0	-3	nt	nt	-2	-2	8	-8
COc1cc(OC)cc(C(=O)N2CCN(C(=O)c3ccc(OC)c(OC)c3)CC2)c1	0	-3	3	-2	6	-6	7	1	7
Cc1onc(-c2c(F)cccc2Cl)c1C(=O)OCC(=O)NCc1ccco1	-6	-2	-4	4	7	-7	9	5	5
N#Cc1ccc(C(=O)Nc2cccc3ccccc23)c(F)c1	-4	0	2	-2	11	5	-1	-11	5
CCNc1c(NC(=O)c2ccc3c(c2)OCO3)c(=O)oc2ccccc12	-19	-5	3	7	12	-8	0	0	6
COc1ccccc1NCCC(=O)OCC(=O)NCc1ccco1	1	-4	-2	12	7	-8	4	-1	-2
CCSc1nnc(C)c(=O)n1COC(=O)c1ccc(S(=O)(=O)N2CCCC2)cc1	-11	-1	9	2	8	-2	-5	-7	0
O=C(COc1coc(CN2CCN(c3ccccc3F)CC2)cc1=O)NC1CCCCC1	2	-1	1	3	7	3	4	-3	17
Cc1ccc(NC(=S)N(C)Cc2cn(C)c3ccccc23)cc1	6	0	-3	2	1	-1	-4	-1	1
O=C(c1cnccn1)N1CCN(S(=O)(=O)c2cccc(Cl)c2)CC1	nt	nt	2	-6	5	nt	nt	nt	6
CCCN(CC(=O)Nc1ccc(F)c(F)c1F)C(=O)c1cc([N+](=O)[O-])ccc1N1CCOCC1	4	1	-5	-6	1	1	3	8	40
CC(=O)Cc1nsc(NC(=O)c2ccc(COc3cccc(C)c3)o2)n1	-4	-3	2	-5	-2	3	-3	1	-5
Cc1ccc(/C=C/S(=O)(=O)NCC(=O)OCC(=O)Nc2ccc(C(=O)N(C)C)cc2)cc1	nt	2	-3	4	7	6	nt	5	27
Cc1ccc2nc(SCC(=O)NCc3cccs3)[nH]c2c1	-4	-3	-9	0	9	1	9	3	-3
COc1ccc(Br)cc1CNC(=O)C1CCN(C(=O)N(C)C)CC1	6	-1	-11	0	0	-3	5	17	-4
Cc1ccc(NC(=O)c2cc(S(=O)(=O)NCCC3=CCCCC3)ccc2F)cc1F	2	-33	-2	-52	-11	-46	-6	6	-9
O=C(NCC(c1ccco1)N1CCCC1)c1cccc(NS(=O)(=O)c2ccc(Br)cc2)c1 (stereo unspecified)	-2	1	0	5	8	3	5	6	-84
NC(N)=Nc1nc(-c2ccccc2)c2ccccc2n1	-26	1	0	-1	5	1	9	-13	-10
CC(=O)NS(=O)(=O)c1ccc(NC(=O)c2ccc(Br)o2)cc1	10	-4	0	10	3	-13	-9	12	-3
COc1cc(OC)cc(C(=O)NNC(=O)c2nn(C)c(=O)c3ccccc23)c1	nt	nt	-5	2	4	nt	nt	nt	2
Cc1cc(C)cc(OCC(=O)OC/C(O)=C(\C#N)c2nc3ccccc3[nH]2)c1	23	-6	-3	-4	0	-7	-1	22	7
CC1CC(C)(C)CC2(C1)NC(=O)N(CC(=O)NCCc1c[nH]c3ccccc13)C2=O (stereo unspecified)	-7	1	1	-7	1	1	1	-4	34
CCN1CCCC1CNS(=O)(=O)c1ccc(Cl)c(C(F)(F)F)c1 (stereo unspecified)	-3	-4	-5	4	-5	0	6	0	-80
N#Cc1ccc(Oc2nc(C#N)cc(-c3ccccc3)n2)cc1	16	-9	-2	-3	2	-10	1	7	5
Cc1cc(C(=O)OCC(=O)NC2(C#N)CCCCC2)c(C)o1	nt	-3	-2	75*	7	3	nt	0	5
COc1cc(/C=C(\C#N)C(=O)c2ccc(O)c(O)c2)cc(I)c1O	6	-7	-32	67*	-11	-12	45*	-9	56*
Cc1ccc(C23OCCN2CCn2nc4ccccc4c23)cc1 (stereo unspecified)	nt	4	-1	-1	-1	7	nt	-5	-7
Cc1cccc(NC(=O)CN(C)S(=O)(=O)c2ccc(Cl)cc2)n1	-4	0	0	-6	4	2	0	12	10
Cc1cc(=O)oc2cc(OC(C)C)ccc12	-15	0	-7	-8	8	3	1	-3	3
COc1ccc(NC(=O)CN(C)C(=O)c2ccccc2SCC(=O)N2CCCC2)cc1	0	0	6	3	5	0	13	-2	12
Cc1nc(SCc2nc3ccc(C(=O)c4ccccc4)cc3[nH]2)c2oc3ccccc3c2n1	nt	nt	-3	-18	-28	nt	nt	nt	3
O=C(CN1CCOCC1)Nc1ccc(NC(=O)CN2CCOCC2)c(Cl)c1	2	1	-1	15	12	-1	7	-2	4
CCN1CCc2c(C#N)c(NCc3ccccc3)nc(N(CC)CC)c2C1	10	2	-2	-3	-10	5	4	-10	24
CCN(CC)C(=N)/C(C#N)=N/Nc1ccc(C)cc1	3	-1	-1	2	3	4	10	-13	3
CC1(C)Cc2c(c(-c3ccccc3)[nH]c(=O)c2C#N)CO1	-10	6	2	7	5	11	8	-16	8
C/C(=N/NC(=O)CSc1nc2ccccc2n1C)c1ccco1	6	1	-3	-1	-2	2	14	2	-3
Cc1ccc(C)c(N(Cc2ccccc2F)S(C)(=O)=O)c1	6	2	-3	-3	0	-2	-4	-4	-18
CNC(=S)N/N=C/c1ccc2c(c1)OCCO2	-8	1	2	-8	-9	2	3	-30	-3
COc1ccccc1NC(=O)c1ccc(-c2nn(C)c(=O)c3ccccc23)cc1	4	1	-1	-9	6	7	8	7	-4

Entries shown so far containing a furan ring, fused or not (8):
SMILES	EBNA-1 inhibitor	LYPLA1 counter	PAD4 FP inh	PAFAH2 inh	PAFAH1B3 inh	LYPLA2 counter	GSTO1 inh	ZTA counter	PREPL inh
Cc1onc(-c2c(F)cccc2Cl)c1C(=O)OCC(=O)NCc1ccco1	-6	-2	-4	4	7	-7	9	5	5
COc1ccccc1NCCC(=O)OCC(=O)NCc1ccco1	1	-4	-2	12	7	-8	4	-1	-2
CC(=O)Cc1nsc(NC(=O)c2ccc(COc3cccc(C)c3)o2)n1	-4	-3	2	-5	-2	3	-3	1	-5
O=C(NCC(c1ccco1)N1CCCC1)c1cccc(NS(=O)(=O)c2ccc(Br)cc2)c1 (stereo unspecified)	-2	1	0	5	8	3	5	6	-84
CC(=O)NS(=O)(=O)c1ccc(NC(=O)c2ccc(Br)o2)cc1	10	-4	0	10	3	-13	-9	12	-3
Cc1cc(C(=O)OCC(=O)NC2(C#N)CCCCC2)c(C)o1	nt	-3	-2	75*	7	3	nt	0	5
Cc1nc(SCc2nc3ccc(C(=O)c4ccccc4)cc3[nH]2)c2oc3ccccc3c2n1	nt	nt	-3	-18	-28	nt	nt	nt	3
C/C(=N/NC(=O)CSc1nc2ccccc2n1C)c1ccco1	6	1	-3	-1	-2	2	14	2	-3

Part of the list above, with values under each structure:
Values run as follows: EBNA-1 inhibitor, LYPLA1 counter, PAD4 FP inh, PAFAH2 inh, PAFAH1B3 inh, LYPLA2 counter, GSTO1 inh, ZTA counter, PREPL inh
Cc1cc(C(=O)OCC(=O)NC2(C#N)CCCCC2)c(C)o1
  nt, -3, -2, 75*, 7, 3, nt, 0, 5
COc1cc(/C=C(\C#N)C(=O)c2ccc(O)c(O)c2)cc(I)c1O
  6, -7, -32, 67*, -11, -12, 45*, -9, 56*
